Compound activity from PubChem BioAssay.
T cell HTS – modulators of CD8 T cell-vesicle binding, primary screen, mouse 2C CD8+ T cells, flow cytometry; calls only at 7 µM; 2C CD8+ T cell-vesicle binding; active compounds read low; 330,000 compounds, 0.068% hits;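 active means response, share of CD8 T cells binding vesicles, and their 90th percentile fluorescence all below set limits, cut at about 80% in these data, passing the limit was not always enough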
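Read-out – percent CD8+ FL2 mean versus row control · System – murine 2C transgenic CD8+ T lymphocytes · Times – 1.5 h cell–vesicle binding at 37 °C, then 20 min icy labelling · Control set – naked vesicles low, QL9 vesicles with vehicle high · Detection – cytometric PE anti-B7-1 and Alexa647 anti-CD8 signals after 1% paraformaldehyde fixation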
Lipid droplet – inhibitors of hepatocyte lipid droplet formation, primary screen, imaging, high-throughput imaging, BODIPY stain; AML12 mouse hepatocytes, oleate lipid droplets; inhibition, % at 6.5 µM; 240,000 compounds, 0.4% hits;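 active means lipid droplet intensity inhibited by at least 50%, with more than 500 cells counted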
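Material – mouse AML12 hepatocyte cell line, fixed after treatment · Compound dosing – one dose, 6.5 µM compound · Times – compound with oleate, overnight · Measured by – Image-based BODIPY and DAPI two-channel analysis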
Salmonella PhoP GFP – inhibitors of PhoP regulon expression, primary screen, Salmonella Typhimurium, GFP reporter (AID 1863); 300,000 compounds, 0.16% hits; inhibition, % at 50 µM, or IC50 in µM where a hit was titrated; S. Typhimurium PhoP-regulated promoter GFP reporter, 4 h; higher % means a stronger effect;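 active means inhibition over 29.93%, a cutoff 3 SD above the screen mean, later confirmed by dose response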;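 further: 0% = low Mg2+ inducing control and 100% = high Mg2+ repressing control; strong numbers were not always called active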
Lipid droplet cells 6.5 µM – further read-out of Lipid droplet, marked with its call; cell count; measured here: cell count, cytotoxicity flag;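 cells counted across two imaged fields per well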
T cell HTS vesicle-bound % – also measured in T cell HTS; calls as there; double positive events, %; measured here: CD8+ vesicle-bound cell fraction;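 binding gate set so that unloaded-vesicle control wells show 10% double positive cells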
Numbers without * were called inactive.

Screening COCCN1CCN(C(=O)c2cc(COc3cncc(Cl)c3)on2)CC1 returned T cell HTS inactive, Lipid droplet -4.4, Salmonella PhoP GFP -2.9%, Lipid droplet cells 6.5 µM 728 and T cell HTS vesicle-bound % 7.3.
For O=C(Nc1ccccc1)Nc1nnc(Cc2ccc(F)cc2)s1 the results were T cell HTS inactive, Lipid droplet 9.1, Salmonella PhoP GFP -7.2%, Lipid droplet cells 6.5 µM 809 and T cell HTS vesicle-bound % 41.8.
Cc1nn(C)cc1S(=O)(=O)N1CCN(c2ccccc2F)CC1 was read as T cell HTS inactive, Lipid droplet 5.7, Salmonella PhoP GFP -3.7%, Lipid droplet cells 6.5 µM 854 and T cell HTS vesicle-bound % 26.4.
For COc1ccc(CN2CCN(C(=O)Cn3nc(C)n4cccc4c3=O)CC2)c(OC)c1OC the results were T cell HTS inactive, Lipid droplet -7.5, Salmonella PhoP GFP 1.6%, Lipid droplet cells 6.5 µM 632 and T cell HTS vesicle-bound % 24.2.
For Cc1cccc(-c2cccc(NC(=O)C3CCCN(C(=O)c4csc(C)n4)C3)c2)c1 (stereo not drawn) the results were T cell HTS inactive, Lipid droplet -2.5, Salmonella PhoP GFP -6.0%, Lipid droplet cells 6.5 µM 760 and T cell HTS vesicle-bound % 50.9.
`CN(C)S(=O)(=O)c1ccc(C(=O)NCC[N+]2(C)CCCCCC2)o1` gave T cell HTS inactive, Lipid droplet 8.5, Salmonella PhoP GFP 5.5%, Lipid droplet cells 6.5 µM 806 and T cell HTS vesicle-bound % 42.2.
`CCOc1cc(/C=C2/C(=N)N3C(=NC2=O)SN=C3S(=O)(=O)CC)ccc1OC(=O)c1ccco1` gave T cell HTS inactive, Lipid droplet -7.2, Salmonella PhoP GFP -1.5%, Lipid droplet cells 6.5 µM 686 and T cell HTS vesicle-bound % 29.1.
For COc1nc(Nc2ccccc2F)nc(OC)n1 the results were T cell HTS inactive, Lipid droplet 14.6, Salmonella PhoP GFP 4.9%, Lipid droplet cells 6.5 µM 833 and T cell HTS vesicle-bound % 64.9.
`CN(CC(=O)Nc1cccc(F)c1)C(=O)CSc1ccccc1F` gave T cell HTS inactive, Lipid droplet -3.2, Salmonella PhoP GFP 4.7%, Lipid droplet cells 6.5 µM 776 and T cell HTS vesicle-bound % 5.7.
Cc1ccc(-c2nc(=O)[nH]c3ccc(Br)cc23)cc1 was read as T cell HTS inactive, Lipid droplet 4.9, Salmonella PhoP GFP 1.6%, Lipid droplet cells 6.5 µM 843 and T cell HTS vesicle-bound % 61.4.
`COCCn1cnc2c1c(=O)n(CC(=O)O)c(=O)n2Cc1ccccc1` gave T cell HTS inactive, Lipid droplet 26.0, Salmonella PhoP GFP -5.2%, Lipid droplet cells 6.5 µM 632 and T cell HTS vesicle-bound % 63.8.
For COc1ccc(-n2ncc3c2CC(C)(C)CC3NC(=O)CCc2c(C)nn(C)c2C)cc1 (stereo not drawn) the results were T cell HTS inactive, Lipid droplet 12.9, Salmonella PhoP GFP -2.4%, Lipid droplet cells 6.5 µM 712 and T cell HTS vesicle-bound % 45.9.
For COc1ccc(NC(=O)CCCn2nc(C)c3c(C)n(-c4ccccc4)nc3c2=O)cc1OC the results were T cell HTS inactive, Lipid droplet -5.6, Salmonella PhoP GFP -3.2%, Lipid droplet cells 6.5 µM 717 and T cell HTS vesicle-bound % 52.5.
`CCCCN(CCCC)CCNC(=O)CN1C(=O)COc2ccc(S(=O)(=O)N3CCOCC3)cc21` gave T cell HTS inactive, Lipid droplet -58.7, Salmonella PhoP GFP 8.2%, Lipid droplet cells 6.5 µM 718 and T cell HTS vesicle-bound % 29.0.
COc1ccccc1-c1cc(C(=O)O)c2c(=O)n(C)c(=O)n(Cc3ccccc3)c2n1 was read as T cell HTS inactive, Lipid droplet 10.2, Salmonella PhoP GFP 7.2%, Lipid droplet cells 6.5 µM 781 and T cell HTS vesicle-bound % 16.5.
CCn1c(=O)c(=O)[nH]c2cc(C(=O)N(C)Cc3ccc(OC)c(F)c3)ccc21 was read as T cell HTS inactive, Lipid droplet -12.5, Salmonella PhoP GFP 7.0%, Lipid droplet cells 6.5 µM 772 and T cell HTS vesicle-bound % 34.0.
For Cc1ccc(NC(=O)CN2CCc3cc4c(cc3C2)OCCCO4)cc1 the results were T cell HTS inactive, Lipid droplet -15.4, Salmonella PhoP GFP -6.8%, Lipid droplet cells 6.5 µM 692 and T cell HTS vesicle-bound % 23.2.
Screening Cc1ccsc1/C=N/NC(=O)c1nnn(-c2nonc2N)c1-c1ccccc1 returned T cell HTS inactive, Lipid droplet 8.7, Salmonella PhoP GFP 2.5%, Lipid droplet cells 6.5 µM 824 and T cell HTS vesicle-bound % 16.1.
`O=C(N/N=C/c1ccc(OC(=O)c2ccccc2Cl)cc1)c1ccc(O)cc1` gave T cell HTS inactive, Lipid droplet -10.4, Salmonella PhoP GFP 13.1%, Lipid droplet cells 6.5 µM 664 and T cell HTS vesicle-bound % 13.3.
For COc1ccc(N(Cc2cc3cccc(C)c3[nH]c2=O)S(=O)(=O)c2ccc(Cl)cc2)cc1 the results were T cell HTS inactive, Lipid droplet 13.2, Salmonella PhoP GFP -9.2%, Lipid droplet cells 6.5 µM 795 and T cell HTS vesicle-bound % 22.1.
FC(F)(F)c1cc(NC2CCCCC2)ccn1 was read as T cell HTS inactive, Lipid droplet 4.3, Salmonella PhoP GFP -4.5%, Lipid droplet cells 6.5 µM 721 and T cell HTS vesicle-bound % 49.5.
`COc1ccc(NC(=O)NNC(=O)COc2ccc3cc(Br)ccc3c2)cc1OC` gave T cell HTS inactive, Lipid droplet 8.2, Salmonella PhoP GFP -3.5%, Lipid droplet cells 6.5 µM 865 and T cell HTS vesicle-bound % 67.2.
COc1ccc(OC)c(S(=O)(=O)Nc2c(NC3CCCCC3)c3ccccc3oc2=O)c1 was read as T cell HTS inactive, Lipid droplet -2.4, Salmonella PhoP GFP -16.7%, Lipid droplet cells 6.5 µM 690 and T cell HTS vesicle-bound % 9.8.
CN(C)CCN(Cc1ccccc1)S(=O)(=O)c1ccc(-c2ccc(=O)[nH]n2)s1 was read as T cell HTS inactive, Lipid droplet -2.7, Salmonella PhoP GFP -3.4%, Lipid droplet cells 6.5 µM 738 and T cell HTS vesicle-bound % 1.6.
`COc1cc(NC(=O)c2ccccc2F)c(OC)cc1NC(=O)CN1CCCCC1` gave T cell HTS inactive, Lipid droplet 5.7, Salmonella PhoP GFP -8.6%, Lipid droplet cells 6.5 µM 774 and T cell HTS vesicle-bound % 22.2.
`CCCCN1/C(=C/c2cccc[n+]2C)Sc2cc(NC(C)=O)ccc21` gave T cell HTS inactive, Lipid droplet -2.6, Salmonella PhoP GFP 0.0%, Lipid droplet cells 6.5 µM 839 and T cell HTS vesicle-bound % 30.5.
`Cc1cc(-c2ccc(S(=O)(=O)N3CCN(c4ccccc4F)CC3)s2)on1` gave T cell HTS inactive, Lipid droplet 2.0, Salmonella PhoP GFP -0.2%, Lipid droplet cells 6.5 µM 730 and T cell HTS vesicle-bound % 39.0.
For CCOC(=O)C1CCN(C(=O)c2cc(COc3ccc(F)cc3F)on2)CC1 the results were T cell HTS inactive, Lipid droplet -1.5, Salmonella PhoP GFP -4.1%, Lipid droplet cells 6.5 µM 660 and T cell HTS vesicle-bound % 27.1.
`CC(=O)c1ccc(N(C(=O)CNC(=O)c2ccco2)C(C(=O)NC2CCCC2)c2ccc(C)o2)cc1` (stereo not drawn) gave T cell HTS inactive, Lipid droplet 9.1, Salmonella PhoP GFP -3.9%, Lipid droplet cells 6.5 µM 830 and T cell HTS vesicle-bound % 17.7.
`CCn1c(CNC(=O)c2ccccc2OC)nnc1SCC(=O)c1ccc(F)cc1` gave T cell HTS inactive, Lipid droplet -1.1, Salmonella PhoP GFP 11.2%, Lipid droplet cells 6.5 µM 742 and T cell HTS vesicle-bound % 29.4.

Next part; the last 4 above are carried over.
`Cc1cc(-c2ccc(S(=O)(=O)N3CCN(c4ccccc4F)CC3)s2)on1` gave T cell HTS inactive, Lipid droplet 2.0, Salmonella PhoP GFP -0.2%, Lipid droplet cells 6.5 µM 730 and T cell HTS vesicle-bound % 39.0.
For CCOC(=O)C1CCN(C(=O)c2cc(COc3ccc(F)cc3F)on2)CC1 the results were T cell HTS inactive, Lipid droplet -1.5, Salmonella PhoP GFP -4.1%, Lipid droplet cells 6.5 µM 660 and T cell HTS vesicle-bound % 27.1.
`CC(=O)c1ccc(N(C(=O)CNC(=O)c2ccco2)C(C(=O)NC2CCCC2)c2ccc(C)o2)cc1` (stereo not drawn) gave T cell HTS inactive, Lipid droplet 9.1, Salmonella PhoP GFP -3.9%, Lipid droplet cells 6.5 µM 830 and T cell HTS vesicle-bound % 17.7.
`CCn1c(CNC(=O)c2ccccc2OC)nnc1SCC(=O)c1ccc(F)cc1` gave T cell HTS inactive, Lipid droplet -1.1, Salmonella PhoP GFP 11.2%, Lipid droplet cells 6.5 µM 742 and T cell HTS vesicle-bound % 29.4.
`O=C(NC1CCCCC1)C(c1cccnc1)N(C(=O)c1csnn1)c1ccccc1F` (stereo not drawn) gave T cell HTS inactive, Lipid droplet -27.4, Salmonella PhoP GFP 2.8%, Lipid droplet cells 6.5 µM 802 and T cell HTS vesicle-bound % 32.3.
Screening O=[N+]([O-])c1cccc(CN2CCN(Cc3ccco3)CC2)c1 returned T cell HTS inactive, Lipid droplet -10.8, Salmonella PhoP GFP -1.1%, Lipid droplet cells 6.5 µM 838 and T cell HTS vesicle-bound % 42.3.
`CCOc1ccccc1N1CCN(C(=O)c2ccc3[nH]c(C)c(C)c3c2)CC1` gave T cell HTS inactive, Lipid droplet 11.3, Salmonella PhoP GFP 1.5%, Lipid droplet cells 6.5 µM 716 and T cell HTS vesicle-bound % 0.1.
COc1ccc(CCN(C)C2CCCN(S(=O)(=O)c3ccccc3F)C2)cc1OC (stereo not drawn) was read as T cell HTS inactive, Lipid droplet -2.8, Salmonella PhoP GFP 2.4%, Lipid droplet cells 6.5 µM 844 and T cell HTS vesicle-bound % 55.8.
COc1ccccc1C(C#N)c1cccc(Cl)n1 (stereo not drawn) was read as T cell HTS inactive, Lipid droplet 2.4, Salmonella PhoP GFP -4.9%, Lipid droplet cells 6.5 µM 408 and T cell HTS vesicle-bound % 15.2.
For CCN1CCN(c2ncnc3sc(C)c(-c4ccccc4)c23)CC1 the results were T cell HTS inactive, Lipid droplet -36.2, Salmonella PhoP GFP -3.2%, Lipid droplet cells 6.5 µM 797 and T cell HTS vesicle-bound % 48.5.
`O=C(Cn1c(=O)c2cccn2c2ccccc21)Nc1ccc(F)cc1F` gave T cell HTS inactive, Lipid droplet -18.0, Salmonella PhoP GFP 8.8%, Lipid droplet cells 6.5 µM 694 and T cell HTS vesicle-bound % 8.4.
`COc1ccc2c(c1)N(C)/C(=C/c1cccc[n+]1C)S2` gave T cell HTS inactive, Lipid droplet -49.8, Salmonella PhoP GFP -6.7%, Lipid droplet cells 6.5 µM 730 and T cell HTS vesicle-bound % 25.8.
Cc1nn(S(=O)(=O)c2ccccc2)c(C)c1S(=O)(=O)N1CCOCC1 was read as T cell HTS inactive, Lipid droplet -0.7, Salmonella PhoP GFP 8.4%, Lipid droplet cells 6.5 µM 757 and T cell HTS vesicle-bound % 23.3.
For CC(C)CNC(=O)c1ccc2c(c1)C(=O)N(C1CCCCC1)C2=O the results were T cell HTS inactive, Lipid droplet -0.7, Salmonella PhoP GFP -3.3%, Lipid droplet cells 6.5 µM 807 and T cell HTS vesicle-bound % 37.7.
For COc1cc(C2N(Cc3ccccc3)CCN2Cc2ccccc2)ccc1OC(C)=O the results were T cell HTS inactive, Lipid droplet -9.5, Salmonella PhoP GFP -1.5%, Lipid droplet cells 6.5 µM 762 and T cell HTS vesicle-bound % 52.7.
Screening O=C(NC1CCOCC1)C1CCC(=O)N(CCc2ccc(Cl)cc2)C1 (stereo not drawn) returned T cell HTS inactive, Lipid droplet -0.7, Salmonella PhoP GFP -12.4%, Lipid droplet cells 6.5 µM 663 and T cell HTS vesicle-bound % 25.4.
For CCC(C)C(NC(=O)CCC(=O)OCC(=O)[C@@]1(O)CCC2[C@@H]3CCC4=CC(=O)C=C[C@]4(C)C3[C@@H](O)C[C@@]21C)C(=O)O (stereo partly drawn) the results were T cell HTS inactive, Lipid droplet -5.6, Salmonella PhoP GFP -2.9%, Lipid droplet cells 6.5 µM 806 and T cell HTS vesicle-bound % 42.4.
For CN1CCN(CCCNC(=O)CCN2C(=O)COc3ccccc32)CC1 the results were T cell HTS inactive, Lipid droplet -0.8, Salmonella PhoP GFP -5.8%, Lipid droplet cells 6.5 µM 739 and T cell HTS vesicle-bound % 36.5.

This is a subset; rates above refer to the full screens.
